TRPC4 act: activators of mouse TRPC4 channel. AID 2237. HEK293 TRPC4beta/mu-opioid, Fluo4 calcium fluorescence; active compounds read high. 0.49% of 310,000 active. B-score at 10 µM. Q9QUQ5;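 active = B-score above 5 SD of library B-scores, and initial fluorescence ratio not above library mean plus 5 SD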;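 also: positive B-score marks a calcium rise read as TRPC4 activation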
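Assay system – TRPC4beta and mu-opioid receptor HEK293 stable cells · Measured by – Fluo4 fluorescence, kinetic · Schedule – dye loading 45 min room temperature, 110 s kinetic read · Read-out – B-scored integrated calcium fluorescence ratio · Controls – buffer and maximal DAMGO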
TRPC4 PAM: allosterically enhances the mouse TRPC4 cation channel; Q9QUQ5; HEK293 TRPC4beta/mu-opioid, DAMGO EC20, Fluo-4 Ca2+ flux; active compounds read high; B-score at 10 µM; 0.42% of 310,000 active; AID 2227;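 active = B-score of calcium response area above 5 SD of library B-scores, with initial fluorescence ratio within 5 SD of library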;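 also: B-score of integrated fluorescence ratio over time as area under calcium response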
MrgX1 ag: agonists of human MrgX1 receptor; MrgX1-HEK293 cells, Fluo-4 calcium fluorescence, agonist mode; active compounds read high; 0.44% of 310,000 active; Q96LB2; B-score at 10 µM;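 active = calcium response B-score plate-corrected fluorescence ratio at least 3 library SD, with starting fluorescence B-score inside 5 SD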
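Assay system: MrgX1-expressing HEK293 cells / Amount: fifteen thousand cells per well / Doses: test compound in the initial addition of three / Timing: cells plated overnight, dye loaded 0.5 h 37 °C, 0.5 h room temperature / Technique: kinetic calcium dye fluorescence, Fluo-4 NW / Control set: positive and negative controls per plate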
TRPC6 inhibitor: mouse TRPC6 channel inhibition | HEK293-TRPC6, membrane potential dye, ACh-evoked depolarization; active compounds read low | B-score at 10 µM | Q61143 | 1.1% of 310,000 active;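 active = B-score under library mean minus 3 SD, initial fluorescence not abnormally high, positive integrated signal ratio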;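 also: B-score derived from integrated fluorescence ratio over the kinetic read; more negative B-score means stronger inhibition of depolarization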
Target sequence (Q61143 whole entry, looked up): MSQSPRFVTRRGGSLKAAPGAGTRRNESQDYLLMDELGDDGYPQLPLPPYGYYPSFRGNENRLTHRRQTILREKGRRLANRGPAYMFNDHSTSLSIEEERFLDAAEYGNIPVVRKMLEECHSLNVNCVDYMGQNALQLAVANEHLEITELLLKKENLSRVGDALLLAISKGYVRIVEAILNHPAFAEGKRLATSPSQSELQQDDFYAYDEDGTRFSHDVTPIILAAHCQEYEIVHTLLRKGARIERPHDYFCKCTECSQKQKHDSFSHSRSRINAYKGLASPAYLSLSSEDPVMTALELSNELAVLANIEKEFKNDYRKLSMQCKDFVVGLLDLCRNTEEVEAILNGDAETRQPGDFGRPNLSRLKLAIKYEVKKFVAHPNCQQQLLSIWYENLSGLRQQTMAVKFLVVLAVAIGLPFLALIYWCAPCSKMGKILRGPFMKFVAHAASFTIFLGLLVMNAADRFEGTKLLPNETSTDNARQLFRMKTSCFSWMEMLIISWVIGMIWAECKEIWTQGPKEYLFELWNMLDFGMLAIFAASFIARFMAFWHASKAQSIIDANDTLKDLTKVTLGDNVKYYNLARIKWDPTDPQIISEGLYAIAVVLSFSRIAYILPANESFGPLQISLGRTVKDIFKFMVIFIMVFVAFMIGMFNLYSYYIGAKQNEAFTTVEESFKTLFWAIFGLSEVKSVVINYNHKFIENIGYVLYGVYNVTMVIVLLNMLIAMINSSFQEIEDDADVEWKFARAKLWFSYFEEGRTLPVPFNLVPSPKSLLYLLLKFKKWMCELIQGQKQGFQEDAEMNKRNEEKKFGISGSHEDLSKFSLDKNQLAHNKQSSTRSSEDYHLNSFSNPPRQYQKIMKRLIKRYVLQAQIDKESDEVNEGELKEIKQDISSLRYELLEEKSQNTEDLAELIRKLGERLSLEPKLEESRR
TRPC4 block: TRPC4 (mouse) channel inhibition; HEK293 TRPC4beta/mu-opioid, DAMGO-evoked Fluo4 calcium flux; active compounds read low; Q9QUQ5; AID 2247; B-score at 10 µM; 0.39% of 300,000 active;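 active = B-score over 3 SD under the library average, no early fluorescence shift, positive overall ratio signal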
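System: stable TRPC4beta/mu-opioid receptor HEK293 cells; Dosing: single-point compound dosing; Measured by: Fluo4 Ca2+ flux fluorescence; Read-out basis: per-well B score of integrated baseline-normalized Fluo4 ratio.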
PolyA inhibitor: yeast polyadenylation inhibition. 0.02% of 300,000 active. S. cerevisiae SKY197-pL101 polyadenylation reporter, beta-gal luminescence; efflux-impaired pdr1/pdr3 knockout yeast; score 100 = 6 SD above DMSO. calls only at 12 µM;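 active = lowest replicate activity score at least 50, where 100 means six control SD above control mean; inconclusive = lowest score under 50 but half or more replicates reach 50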;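 also: yeast exposed to compound for 9 h at 30 °C; higher score means more reporter readthrough which indicates perturbed polyadenylation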
MrgX1 allo act: human MrgX1 positive allosteric modulation, primary screen; MrgX1-HEK293, Fluo-4 calcium flux, FDSS; active compounds read high; 0.63% of 310,000 active; B-score at 10 µM; Q96LB2;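 active = plate-corrected calcium response at least 3 library SD above typical, normal starting fluorescence, not activating the receptor alone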;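 also: compound read alongside a low EC10 to EC30 dose of BAM8-22 agonist; peak minus trough fluorescence over baseline measured at the second addition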
AI-2 QS mod: modulates the Vibrio harveyi AI-2 quorum sensing system | Vibrio harveyi JMH597 AI-2 luminescence/OD600 ratio, 9 h; active compounds read low; strain lacks LuxN and CqsS sensors; 0 = neutral-control median | activity change, % at 7.5 µM | 0.4% of 300,000 active; in the data active = activity change below about -75%, passing the limit was not always enough; inconclusive = no clear call, values can overlap the other calls;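 also: luminescence divided by OD600 gain over 9 h not by final OD600 alone; inactives centre near 13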
HIF activator: HIF pathway transcriptional activation; U2OS HRE-luciferase reporter, luminescence; normalized: DMSO 0%, desferrioxamine 100%; activation, % at 7.5 µM (by protocol); 0.32% of 300,000 active; AID 1910;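 active = mean activation of at least 10% of the iron chelator positive control signal, with at least half of replicates also reaching 10%; inconclusive = mean and replicate majority disagree about reaching 10%; inactive = mean and most replicates under 10%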
MrgX1 antagonist: antagonists of human MrgX1 receptor; AID 588676; 1.3% of 310,000 active; Q96LB2; MRGX1-HEK293 calcium flux, Fluo-4, BAM8-22 antagonism; active compounds read low; B-score at 10 µM;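 active = calcium-response B-score plate-corrected more than 3 library SD below zero, starting fluorescence within 5 deviations, no agonist response on first addition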;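 also: peak minus trough fluorescence over baseline after final BAM8-22 challenge near maximal dose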
TRPC6 act: activates the mouse TRPC6 cation channel. Q61143. HEK293-TRPC6 membrane potential dye fluorescence; active compounds read high. B-score at 10 µM. 0.13% of 310,000 active. AID 2550;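 active = B-score of the integrated fluorescence ratio above library mean plus 3 SD, and starting fluorescence ratio within library mean plus 5 SD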;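 also: higher score means more depolarization so channel activation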
Active calls of the source: *; i = inactive; ? = inconclusive; / = no result given.

SMILES | TRPC4 act | TRPC4 PAM | MrgX1 ag | TRPC6 inhibitor | TRPC4 block | PolyA inhibitor | MrgX1 allo act | AI-2 QS mod | HIF activator | MrgX1 antagonist | TRPC6 act
CCC(C)NC(=O)CSC1=Nc2ccccc2C2=NC(CCC(=O)NCc3ccco3)C(=O)N12 (configuration not stated) | i | i | i | i | i | i | i | 18 | 0.1 | i | i
O=C(NC(NCCCN1CCOCC1)(C(F)(F)F)C(F)(F)F)C1CCCCC1 | i | i | i | i | i | i | i | 5 | -0.2 | i | i
Cc1nnsc1C(=O)N1CCN(c2ccc(F)cc2)CC1 | i | i | i | i | i | i | i | 18 | 0.1 | i | i
CC(=O)Nc1ccc(S(=O)(=O)Nc2ccccc2C(=O)N2CCOCC2)cc1 | i | i | i | i | i | i | i | 27 | 1.0 | i | i
COc1cccc(CN(C(=O)c2ccco2)C(C(=O)NC2CCCC2)c2cccnc2)c1 (configuration not stated) | i | i | i | i | i | i | i | 10 | -0.1 | i | i
O=C(N/N=C/c1ccc([N+](=O)[O-])o1)C1CCCC1 | i | i | i | i | i | i | i | ? | 1.4 | i | i
COc1ccc(/C=C/C(=O)NCC(=O)N/N=C/c2cc(Br)ccc2OCc2ccccc2)cc1 | i | i | i | i | i | i | i | 10 | 1.1 | i | i
COc1ccc(C(=O)Nc2ccccc2-c2nnn(CC(=O)NCc3ccco3)n2)cc1 | i | i | i | i | i | i | i | 4 | -0.3 | i | i
COc1ccc(S(=O)(=O)N(C)CC(=O)N2CCN(C)CC2)cc1Cl | i | i | i | i | i | i | i | 42 | -0.7 | i | i
O=C(NCc1ccc2c(c1)OCO2)C(=O)NCC1OCCN1S(=O)(=O)c1ccc(F)cc1 (configuration not stated) | i | i | i | i | i | i | i | 17 | -0.1 | i | i
COc1cccc(NC(=O)c2cc3ccccc3o/c2=N\O)c1 | i | i | 27* | i | i | i | i | ? | -1.7 | i | i
COc1ccc(-c2nnn(CC(=O)N(Cc3ccccc3Cl)C(C(=O)NCC3CCCO3)c3ccco3)n2)cc1 (configuration not stated) | i | i | i | i | i | i | i | 13 | 0.4 | i | i
CN(C(=O)Cc1c(C(=O)O)n(C)c2ccccc12)c1ccc(F)cc1 | i | i | i | i | i | i | i | 29 | -0.2 | i | i
CCCCCc1ccc(C2=NNC(=O)CC2)cc1 | i | i | i | i | i | i | i | -89* | 1.2 | i | i
CCCNc1nc(C)nc2c1cnn2CCc1ccccc1 | i | i | i | i | i | i | i | 13 | 1.3 | i | i
CC(=O)Nc1ccc(S(=O)(=O)N2CCC(=O)Nc3ccccc32)cc1 | i | i | i | i | i | i | i | 27 | -0.1 | i | i
CCc1cccc(CC)c1NC(=O)C[n+]1cccc(C(N)=O)c1 | i | i | i | i | i | i | i | 3 | 0.1 | i | i
C/C(=N\Nc1ccc2nncn2n1)c1ccccn1 | i | i | i | -7.4* | i | i | i | ? | 129* | i | i
Cc1c(O)ccc(C(=O)COc2ccccc2F)c1O | i | i | i | i | i | i | i | ? | 1.8 | i | i
COc1ccc(/C=N/NC(=O)c2ccoc2C)cc1O | i | i | i | i | i | i | i | 0 | 261* | i | i
N#Cc1cccc(NC(=O)Nc2cccs2)c1 | i | i | i | i | i | i | i | 3 | 0.3 | i | i
Cc1ccc(CS(=O)Cc2ccc(C(=O)N3CCN(c4ccc(F)cc4)CC3)o2)cc1 (configuration not stated) | i | i | i | i | i | i | i | 12 | -0.2 | i | i
COCCNC(=O)C1=NOC(Cn2cc(C#N)c(=O)n(C)c2=O)C1 (configuration not stated) | i | i | i | i | i | i | i | 13 | 0.1 | i | i
O=C(O)c1cccc(NC2=C(Cl)C(=O)c3ccccc3C2=O)c1 | i | i | / | i | i | i | / | ? | -2.1 | / | i
CCn1c(=S)sc2c(=O)n(CC(=O)Nc3ccccc3OC)c(C)nc21 | i | i | i | i | i | i | i | 28 | -0.3 | i | i

The results go on.
SMILES | TRPC4 act | TRPC4 PAM | MrgX1 ag | TRPC6 inhibitor | TRPC4 block | PolyA inhibitor | MrgX1 allo act | AI-2 QS mod | HIF activator | MrgX1 antagonist | TRPC6 act
Cc1ccc(NC(=O)Cn2cc(C(=O)C3CC3)c3ccccc32)c(C)c1 | i | i | i | i | i | i | i | 11 | -0.8 | i | i
O=C(Nc1nc2ccccc2s1)c1cc(-c2ccco2)nc2ccccc12 | i | i | i | i | i | i | i | 16 | 0.3 | i | i
CC(C)CCNC(=O)COc1ccc(C(=O)c2ccccc2)cc1 | i | i | i | i | i | i | i | 32 | -0.9 | i | i
CC(=O)Nc1cccc(NC(=O)CS(=O)(=O)c2cn(CC(=O)N3CCCC3)c3ccccc23)c1 | i | i | i | i | i | i | i | 11 | -0.3 | i | i
COc1ccc(NCC(O)Cn2cnc3c2c(=O)n(C)c(=O)n3C)cc1 (configuration not stated) | i | i | i | i | i | i | i | 20 | -0.1 | i | i
COc1ccc(N(C(=O)c2cccnc2)S(=O)(=O)c2ccc(F)cc2)cc1 | i | i | i | i | i | i | i | 17 | -0.4 | i | i
Cc1nn(-c2cccc3cccnc23)c(=O)c2ccccc12 | i | i | i | i | i | i | i | 13 | -14 | i | i
COc1cc(/C=N/NC(=O)c2cccnc2)ccc1OCC(=O)N1CCOCC1 | i | i | i | i | i | i | i | 9 | 0.2 | i | i
CC(C)(C)c1cnnn1-c1cccc([N+](=O)[O-])c1 | i | i | i | i | i | i | i | 22 | -0.1 | i | i
CCCC1/C(=N/O)CC(c2ccccc2)NC1c1ccccc1 (configuration not stated) | i | i | i | i | i | i | i | -2 | -0.5 | i | i
CCCC1C2CN(C(C)C)CC=C2C(C#N)=C(N)C1(C#N)C#N (configuration not stated) | i | i | i | i | i | i | i | 22 | 0.0 | i | i
O=C(NC(=S)NCCc1ccccc1)C1CCCCC1 | i | i | i | i | i | i | i | 20 | 1.0 | i | i
Nc1nc(NC(=O)c2ccc(F)cc2)ns1 | i | i | i | i | i | i | i | 36 | -1.1 | i | i
CCN1CCc2c(sc(NC(=O)c3ccc(S(=O)(=O)N(C)c4ccccc4)cc3)c2C(=O)NC)C1 | i | i | 59* | i | i | i | i | -2 | -0.7 | i | i
CCCCCCc1nnc(NC(=O)OCC)s1 | i | i | i | i | i | i | i | -4 | -0.3 | i | i
COc1ccc(CNC(=O)CNC(=O)CNS(=O)(=O)c2ccc(C)c(C)c2)cc1 | i | i | i | i | i | i | i | 1 | 0.3 | i | i
C=CCNC(=S)NNC(=O)COc1cccc(Cl)c1 | i | i | i | i | i | i | i | -1 | -0.2 | i | i
CCOC(=O)Cn1cc(/C=N/NC(=O)c2ccc(C#N)cc2F)c2ccccc21 | i | i | i | i | i | i | i | 5 | 0.1 | i | i
CN(C)C(=O)c1ccc(NC(=O)c2cc(-n3cnnc3)ccc2Cl)cc1 | i | i | i | i | i | i | i | 8 | -0.1 | i | i
O=C(O)c1cnc(-c2ccccc2)nc1-c1ccccc1 | i | i | i | i | i | i | i | 33 | -0.3 | i | i
CC(=O)N1CCc2c(sc(NC(=O)C3CCCN3S(=O)(=O)c3cccs3)c2C(N)=O)C1 (configuration not stated) | i | i | i | i | i | i | i | 0 | -0.5 | i | i
O=C(O)c1cc(-c2ccc3c(c2)OCO3)nc2ccccc12 | i | i | i | i | i | i | i | 16 | 0.9 | i | i
CC1CCC(NC(=O)c2nc(Cn3ccc([N+](=O)[O-])n3)no2)CC1 (configuration not stated) | i | i | i | i | i | i | i | / | 0.5 | i | i
COc1ccccc1NC(=O)c1c[nH]c2ccccc12 | i | i | i | i | i | i | i | 6 | -5.6 | i | i
COC(=O)c1oc2ccccc2c1NC(=O)CN1CCCC1 | i | i | i | i | i | i | i | 17 | -0.6 | i | i

Next part:
SMILES | TRPC4 act | TRPC4 PAM | MrgX1 ag | TRPC6 inhibitor | TRPC4 block | PolyA inhibitor | MrgX1 allo act | AI-2 QS mod | HIF activator | MrgX1 antagonist | TRPC6 act
CCCOc1ccc(-c2c(=O)n(OCc3ccc([N+](=O)[O-])cc3)c3ccccc3[n+]2[O-])cc1 | i | i | i | i | i | i | i | 6 | 7.0 | i | i
CCOc1cc(CN2CCCC(N3CCN(c4ccc(F)cc4)CC3)C2)ccc1OC (configuration not stated) | i | i | i | i | i | i | i | 8 | -27 | i | i
O=C(NCC1CCCO1)C1CCCN(Cc2cnn(-c3ccccc3)c2-n2cccc2)C1 (configuration not stated) | i | i | i | i | i | i | i | 11 | 0.0 | i | i
Cc1sc2nc(CSc3ccccc3)nc(N3CCN(C)CC3)c2c1C | i | i | i | i | i | i | i | 20 | 0.3 | i | i
Fc1cccc(Cl)c1CSC1=NCCS1 | i | i | i | i | i | i | i | 28 | 1.9 | i | i
O=C(Nc1ccc(S(=O)(=O)Nc2ncccn2)cc1)C1CC(=O)N(c2ccc(Cl)cc2)C1 (configuration not stated) | i | i | i | i | i | i | i | 15 | 1.0 | i | i
Clc1ccccc1Nc1nc(-c2cccnc2)cs1 | i | i | i | i | i | i | i | 12 | 3.7 | i | i
CCN1CCN(CC(=O)Nc2cccc(C)c2)C(=O)C1=O | i | i | i | i | i | i | i | 14 | -0.2 | i | i
CCN(CC)CCCNC(=S)N(CCO)Cc1cc2cc3c(cc2[nH]c1=O)OCO3 | i | i | i | i | i | i | i | 1 | -0.4 | i | i
N#Cc1c(-c2cccc(Cl)c2)[nH]c(=S)[nH]c1=O | i | i | i | i | i | i | i | 4 | -0.1 | i | i
COc1ccc(C(=O)Nc2ccccc2C(=O)N2CCOCC2)cc1OC | i | i | i | i | i | i | i | 0 | -0.8 | i | i
Cc1nc2ccc(C(=O)c3ccccc3)cc2[nH]1 | i | i | i | i | i | i | i | 25 | 3.1 | i | i
CCC(=O)CCC(=O)c1ccc2ccccc2c1 | i | i | i | i | i | / | i | 8 | 1.4 | i | i
O=C(Nc1ccccc1Cl)NC1(C(=O)NCC2CCCO2)CCCCC1 (configuration not stated) | i | i | i | i | i | i | i | 3 | -0.3 | i | i

Screening results from PubChem BioAssay.

Some of the compounds tested; rates above refer to the full screens.
